Assay outcomes from PubChem BioAssay.
FUS yeast rescue: rescues growth of FUS-expressing yeast; S. cerevisiae FUS-expressing, growth rescue, OD600, 24 h; Potency, µM (highest dose often 76.6 µM), for inactives: at the top dose growth rescue (activation), actives largely listed as activators; 0.24% of 390,000 active; AID 1347120;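 also: plate controls were DMSO vehicle for no effect and reference control for full effect; nearly all actives have a fitted effect of over 55% in size; some results filed as inactive show a strong effect at the top dose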
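Yeast FUS proteinopathy model; galactose-induced FUS (2%), starting OD 0.005. Cpds in dilution series, 24hr, 30C, 99% humidity. Abs 600 nm growth. Pos ctrl CP55940 (top 92uM final); neg ctrl DMSO.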
TDP43 rescue: rescues yeast growth from TDP-43 toxicity. TDP-43 expressing yeast growth rescue, BacTiter-Glo, 24 h. Potency, µM (top dose mostly 46.1 µM), for the others: top-dose growth rescue (activation), usual class: activators. 1.8% of 410,000 active. AID 652104; also: % of control where 0% means no effect; nearly all actives have a fitted effect of over 50% in size
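Growth rescue of TDP-43-toxic yeast measured as ATP luminescence (BacTiter-Glo). Cells grown to mid-log in raffinose, induced in galactose at OD600=0.02, exposed to compound 24 hr at 30 deg C.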
PTHR1 agonist: activates the human parathyroid hormone receptor PTHR1 | Q03431 | HEK293 GP2 PTHR1 cells, GloSensor cAMP luminescence, 1 h | Potency, µM (highest dose often 115 µM), inactives show top-dose activation, most hits filed as activators | 0.075% of 410,000 active | AID 743266; also: nearly all actives have a fitted effect of over 55% in size; some results filed as inactive show a strong effect at the top dose; inactives centre near -15; many of its hits are not listed in these tables
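HEK-293-derived GP2 cells expressing PTHR1 and a GloSensor cAMP reporter, 3,000/well, plated overnight, given luciferin plus IBMX (each 0.5 mM as added) for 1 h at 37 °C, then compound for 1 h at 37 °C. Luminescence was read after 15 min at room temperature.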
aSyn rescue: inhibitors of alpha-synuclein toxicity in yeast. Yeast expressing alpha-synuclein, growth rescue, BacTiter-Glo, 24 h. 0.14% of 370,000 active. Potency, µM (top dose mostly 46.1 µM), for the others: at the highest dose growth rescue (activation), most hits filed as activators; also: % of control where 0% means no effect; nearly all actives have a fitted effect of over 65% in size
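Galactose-induced alpha-syn yeast (OD600=0.02, raffinose-pregrown) + pinned cpd, 24 hr, 30 deg C; growth by BacTiter-Glo luminescence. Growth restoration scores as activation.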
EPAC1 antagonist: EPAC1 (human) antagonism; EPAC1 GEF assay, Rap1b-BODIPY-GDP exchange fluorescence; Potency, µM (highest dose often 115 µM), inactives show at the top dose activity change, negative = inhibition, actives largely listed as inhibitors; 0.14% of 360,000 active;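 also: plate controls were vehicle for no effect and positive control for full effect; nearly all actives have a fitted effect of over 50% in size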
Target sequence (O95398 whole entry, looked up): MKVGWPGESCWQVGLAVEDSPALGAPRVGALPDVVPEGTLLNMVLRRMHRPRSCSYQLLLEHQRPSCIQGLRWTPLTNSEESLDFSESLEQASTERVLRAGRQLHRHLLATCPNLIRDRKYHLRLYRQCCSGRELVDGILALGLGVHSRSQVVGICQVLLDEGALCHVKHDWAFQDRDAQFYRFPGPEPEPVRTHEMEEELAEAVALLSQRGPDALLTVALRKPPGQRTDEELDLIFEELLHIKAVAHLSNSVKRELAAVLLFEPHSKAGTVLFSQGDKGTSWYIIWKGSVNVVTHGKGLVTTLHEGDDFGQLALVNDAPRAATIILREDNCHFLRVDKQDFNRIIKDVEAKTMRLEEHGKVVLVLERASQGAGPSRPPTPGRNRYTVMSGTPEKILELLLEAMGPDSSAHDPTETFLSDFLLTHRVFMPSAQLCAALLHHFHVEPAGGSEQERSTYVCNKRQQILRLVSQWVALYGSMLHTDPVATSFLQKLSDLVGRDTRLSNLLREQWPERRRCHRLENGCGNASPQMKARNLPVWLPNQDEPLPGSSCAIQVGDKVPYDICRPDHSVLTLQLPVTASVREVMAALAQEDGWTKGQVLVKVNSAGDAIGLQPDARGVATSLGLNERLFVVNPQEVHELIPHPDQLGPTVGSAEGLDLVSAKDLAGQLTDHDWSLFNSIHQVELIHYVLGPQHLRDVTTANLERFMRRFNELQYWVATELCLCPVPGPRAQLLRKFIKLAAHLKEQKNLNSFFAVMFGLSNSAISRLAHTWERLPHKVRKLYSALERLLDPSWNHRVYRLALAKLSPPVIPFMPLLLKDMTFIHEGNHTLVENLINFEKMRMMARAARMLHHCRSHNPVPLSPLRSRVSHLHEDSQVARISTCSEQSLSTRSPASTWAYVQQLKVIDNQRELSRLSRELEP
EPAC2 agonist: activates human EPAC2 exchange factor. EPAC2 activation, biochemical qHTS; response scale: 100% = 6.5 mM cAMP response. Potency, µM (highest dose often 154 µM), for the others: at the highest dose activation, usual class: activators. 0.079% of 360,000 active. AID 720711; also: nearly all actives have a fitted effect of over 50% in size
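Exchange assay: 100 nM EPAC2 with 250 nM Rap1B-BODIPY-GDP and 50 uM GDP. Fluorescence (ex 480/em 540 nm) read every 5 min for 30 min at room temperature. Data normalized to 6.5 mM cAMP as agonist control.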
EPAC1 ag: agonists of human EPAC1. O95398. Potency, µM (top dose mostly 154 µM), without a hit: at the highest dose activation, usual class: activators. 0.073% of 360,000 active. EPAC1 agonist qHTS, biochemical assay; response scale: 100% = response to 6.5 mM cAMP; also: nearly all actives have a fitted effect of over 60% in size
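Nucleotide exchange assay: 100 nM EPAC1 with 250 nM Rap1B loaded with BODIPY-GDP and 50 uM GDP, room temperature. Fluorescence (480/540 nm) read every 5 min for 30 min; signal change normalized to 6.5 mM cAMP as full agonist.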
EPAC2 antag: EPAC2 (human) antagonism; Potency, µM (top dose mostly 114 µM), inactives show at the highest dose activity, negative = inhibition, most hits filed as inhibitors; EPAC2 GEF exchange of Rap1B-BODIPY-GDP, fluorescence; 0.18% of 360,000 active; Q8WZA2; also: % is scaled to controls: 0 for no effect and ±100 for the full control effect; nearly all actives have a fitted effect of over 45% in size; many of its hits are not listed in these tables
* marks the source's active call; other numbers are inactive results; i = inactive; ? = inconclusive; / = no result given; & = joins results of further samples; [ ] = remark or other dose. Calls follow the shape of the dose curve; as a rule, active = well fitted curve in the direction sought with a large enough effect; inconclusive = small, poorly fitted or top-dose-only effect, or another doubt; inactive = no such curve, though single readings can be large; an effect the other way counts as inactive or inconclusive. Potency is read from the fitted curve at half-maximal effect. An excerpt; the hit share may differ from the screen's.

SMILES	FUS yeast rescue	TDP43 rescue	PTHR1 agonist	aSyn rescue	EPAC1 antagonist	EPAC2 agonist	EPAC1 ag	EPAC2 antag
CCOC(=O)N/N=C(\C)c1ccc(C)c([N+](=O)[O-])c1	-17%	18%	i	-3%	16%	4%	-7%	13%
Cc1cccc(C(=O)NNC(=O)c2ccco2)c1	-19%	1%	?	-4%	6%	9%	12%	2%
COc1cc(NC(=O)COC(=O)CNC(=O)C23CC4CC(CC(C4)C2)C3)cc(OC)c1	?	2%	?	1%[1.84 µM]	-7%	5%	-7%	-19%
CCOC(=O)[C@H]1[C@H]2COc3ccc(Cl)cc3[C@@H]2N2C(=O)CN(C)C(=O)[C@@]12C	-3%	15%	i	0%	6%	-5%	-5%	-5%
COCCn1c(=NC(=O)c2nc3ccccc3s2)sc2cc(S(C)(=O)=O)ccc21	1%	22%	i	4%	10%	-14%	0%	-1%
O=C(C1CC1)N1CCc2cc(Br)cc(S(=O)(=O)NCCCN3CCCCC3)c21	19%	2%	-24%	-6%	9%	2%	-9%	3%
Cc1cnc(C=NNC(N)=S)c2cccc(N)c12	/	6%	i	-22%	-7%	-6%	-8%	-2%
Cn1nc(C(F)(F)F)c(/C=N/OC(=O)c2ccccc2)c1SCc1ccccc1Cl	5%	18%	-5%	7%	0%	4%	0%	-4%
CCNC(=O)Nn1c(C)nnc1C	-16%	19%	-8%[57.5 µM]	4%	-13%	9%	12%	7%
O=c1c2nnn(Cc3ccc(Cl)cc3)c2ncn1Cc1ccc(F)cc1	-11%	10%	-11%	-7%	-12%	0%	-5%	-5%
O=C(CN1c2cccc3cccc(c23)S1(=O)=O)Nc1c(F)c(F)c(F)c(F)c1F	9%	-21%	?	-4%	?	2%	6%	-2%
OC1CCN(Cc2ccc(OCc3ccccc3)cc2)CC1	1%	-14%	i	0%	1%	0%	3%	-2%
O=C1CC(C(=O)N2CCc3ccccc32)CN1c1cccc(C(F)(F)F)c1 (configuration not stated)	/	9%	-31%[inhibitor]	-11%	2%	-4%	-11%	6%
O=C(OCC(=O)N1CCN(c2ccccc2)CC1)c1cc(Cl)ccc1[N+](=O)[O-]	/	?	i	15%	13%	3%	18%	-5%
Cn1c(SCC(=O)Nc2ccccc2-c2ccccc2)nnc1-c1ccco1	/	23%	-21%	11%	6%	-6%	1%	3%
C(=NOCc1ccccc1)c1ccncc1	-8%	3%	-3%	12%	19%	2%	0%	8%
COC(=O)C(C)N1C(=O)S/C(=C\c2cc(C)n(-c3ccccn3)c2C)C1=O (configuration not stated)	40%	27%	-34%[inhibitor][57.5 µM]	9%	7%	9%	18%	-9%
O=C(N/N=C/c1sc(N2CCOCC2)nc1-c1ccccc1)c1ccc(O)cc1	27%	11%	-6%	5%	-26%	7%	10%	-2%
Cc1cc(C)cc(NC(=O)COC(=O)CNC(=O)C2CCCCC2)c1	20%	17%	i	1%	-2%	3%	-1%	-4%
CC1CCN(c2ccc3nnc(CCC(=O)NCC(C)c4ccccc4)n3n2)CC1 (configuration not stated)	28%	13%	-1%	6%	1%	-1%	-5%	-5%
Cc1ccccc1C(=O)NC(=S)Nc1ccccc1C(F)(F)F	21%	18%	i	3%	12%	7%	-11%	-5%
N#CC1=C(SCC(=O)Nc2cccc3cccnc23)NC(=O)C(C#N)C12CCCCC2 (configuration not stated)	-5%	-17%	-28%	14%	-3%	5%	2%	-2%
Cc1ccc(C(=O)N/C(=C\c2ccccc2)C(=O)NCc2cccnc2)cc1	11%	2µM*	i	-8%	-14%	1%	-7%	-3%
O=C(Nc1ccccc1)c1cccc(N2C(=O)C3C4CC(C(Br)C4Br)C3C2=O)c1 (configuration not stated)	/	12%	-12%	0%	?	13%	13%	-2%
O=C(c1cc(-c2cccc(Cl)c2)on1)N1CCc2ccccc2C1	-4%	-3%	i	2%	?	-1%	4%	-6%
Cc1cccc(-n2ncc3c(N(CCO)CCO)ncnc32)c1	-17%	18%	-20%	-2%	-7%	4%	-29%	3%
CSc1ncc(Cl)c(C(=O)Nc2ccc(S(=O)(=O)N3CCOCC3)cc2)n1	43%	-9%	i	18%	-11%	6%	20%	-9%
COc1ccc(C(C(=O)NC(C)(C)C)N(C(=O)CCC(=O)Nc2cc(C)on2)c2cc(C)cc(C)c2)cc1 (configuration not stated)	7%	24%	?	-3%	-26%	1%	-10%	-10%
COc1ccccc1NC(=O)CCSc1nnc(-c2ccc(O)cc2)o1	2%	-17%	i	4%	12%	8%	10%	1%
CC(c1ccco1)N(C(=O)CSc1ccc(Br)cc1)c1ccccn1 (configuration not stated)	37%	20%	-8%[57.5 µM]	0%	-6%	8%	10%	-7%
Cc1ccc2c(c1)nnn2C1CCN(S(=O)(=O)c2ccc(C(=O)O)cc2)CC1	21%	1%	i	2%	-12%	5%	5%	-2%
COCCCNC(=O)c1ccc(Cn2c(=O)c3ccccc3n(Cc3ccccc3C#N)c2=O)cc1	?	-6%	17%[57.5 µM]	13%	-12%	-9%	-5%	-1%
Cc1ccc(-c2nnn(CC(=O)N3CCCCC3)n2)cc1	-5%	-17%	-14%	-5%	3%	3%	1%	-10%
O=C(O)c1ccc(-c2noc(-c3ccccc3Cl)n2)cc1	-22%	/	-1%	/	23%	4%	-7%	15%
Cc1ccc(-c2nc(=S)c3c(n2CCN2CCOCC2)CC(C)(C)OC3)cc1	-7%	19%	i	8%	0%	5%	0%	-1%
O=C(Cc1n[nH]c(=O)c2ccccc12)OCC(=O)c1ccccc1	-11%	10%	i	0%	-3%	5%	10%	7%
O=C(Nc1ccccc1C(=O)O)c1cc(S(=O)(=O)Nc2cccc(F)c2)ccc1Cl	2%	-4%	-10%	-12%	-8%	13%	-5%	-7%
O=C(CN(C(=O)CCC(=O)Nc1ccccn1)C1CCCC1)NCc1ccc(F)cc1	-12%	-12%	i	-3%	-20%	6%	-1%	1%
Oc1cc2ccccc2cc1-c1n[nH]c(=S)n1Cc1ccco1	3%	29%	-14%	6%	1%	17%	17%	-11%
COc1ccc(COCC(O)CN2CC(C)OC(C)C2)cc1OC (configuration not stated)	12%	-15%	-9%[57.5 µM]	6%	20%	-1%	-6%	21%
O=C(O)Cc1ccc(NC(=O)c2ccc3c(c2)C(=O)N(CC2CCCO2)C3=O)cc1 (configuration not stated)	/	5%	i	-3%	-23%	-1%	-1%	-3%
CCn1c(=O)cc(OCC(=O)N2CCCC2)c2ccccc21	-15%	6%	-1%	-9%	-1%	1%	-7%	-5%
CCc1nc2c(OCc3ccccc3)cccn2c1N(C)C(=O)COc1ccccc1	2%	12%	-20%	0%	8%	14%	4%	13%
Cc1cccn2c(NCc3ccc4c(c3)OCO4)c(-c3ccc(O)cc3)nc12	-5%	-12%	i	0%	11%	0%	6%	-6%
CCOc1ccc(NC(=O)CN(C)C(=O)C2COc3ccccc3O2)cc1OCC (configuration not stated)	-10%	-7%	i	6%	-5%	-9%	2%	-7%
O=C(c1cccc(COCC(F)(F)C(F)F)c1)N1CCN(c2ccccc2)CC1	25%	11%	-20%	6%	-2%	-4%	2%	-10%
CCc1ccc2[nH]c(=O)c(CN(CCN(C)C)C(=S)NCc3ccco3)cc2c1	13%	-19%	-20%	12%	-14%	0%	2%	1%
Cn1c(OCc2cccnc2)nc2c1c(=O)n(Cc1ccc(Br)cc1)c(=O)n2C	5%	?	-25%	-3%	6%	-5%	0%	-2%
Cn1cc(CNC(=O)C2CCCCC2)cn1	12%	-11%	14%	-11%	24%	13%	-9%	19%
CCOC(=O)C1(CC2CCCCO2)CCN(Cc2cn[nH]c2-c2cccc(F)c2)CC1 (configuration not stated)	-3%	3%	-8%	-4%	?	8%	-6%	3%
CC(=O)Nc1ccc(OCC(O)Cn2nc(C)c(Br)c2C)cc1 (configuration not stated)	5%	-3%	-18%[57.5 µM]	5%	3%	1%	-6%	6%
COc1cc(C(=O)Nc2ccc3c(c2)N(C(=O)CN2CCN(C)CC2)c2ccccc2CC3)cc(OC)c1OC	23%	10%	i	12%	2%	2%	-8%	8%
CN(C)c1ccc(/C=C/c2ccc3ccccc3n2)cc1	-15%	-66%[inhibitor]	-43%[inhibitor]	-46%&-39%[inhibitor]	21%	16%	?	-3%

For convenience, some entries already given:
SMILES	FUS yeast rescue	TDP43 rescue	PTHR1 agonist	aSyn rescue	EPAC1 antagonist	EPAC2 agonist	EPAC1 ag	EPAC2 antag
O=C(O)Cc1ccc(NC(=O)c2ccc3c(c2)C(=O)N(CC2CCCO2)C3=O)cc1 (configuration not stated)	/	5%	i	-3%	-23%	-1%	-1%	-3%
CCn1c(=O)cc(OCC(=O)N2CCCC2)c2ccccc21	-15%	6%	-1%	-9%	-1%	1%	-7%	-5%
CCc1nc2c(OCc3ccccc3)cccn2c1N(C)C(=O)COc1ccccc1	2%	12%	-20%	0%	8%	14%	4%	13%
Cc1cccn2c(NCc3ccc4c(c3)OCO4)c(-c3ccc(O)cc3)nc12	-5%	-12%	i	0%	11%	0%	6%	-6%
CCOc1ccc(NC(=O)CN(C)C(=O)C2COc3ccccc3O2)cc1OCC (configuration not stated)	-10%	-7%	i	6%	-5%	-9%	2%	-7%
O=C(c1cccc(COCC(F)(F)C(F)F)c1)N1CCN(c2ccccc2)CC1	25%	11%	-20%	6%	-2%	-4%	2%	-10%
CCc1ccc2[nH]c(=O)c(CN(CCN(C)C)C(=S)NCc3ccco3)cc2c1	13%	-19%	-20%	12%	-14%	0%	2%	1%
Cn1c(OCc2cccnc2)nc2c1c(=O)n(Cc1ccc(Br)cc1)c(=O)n2C	5%	?	-25%	-3%	6%	-5%	0%	-2%
Cn1cc(CNC(=O)C2CCCCC2)cn1	12%	-11%	14%	-11%	24%	13%	-9%	19%
CCOC(=O)C1(CC2CCCCO2)CCN(Cc2cn[nH]c2-c2cccc(F)c2)CC1 (configuration not stated)	-3%	3%	-8%	-4%	?	8%	-6%	3%
CC(=O)Nc1ccc(OCC(O)Cn2nc(C)c(Br)c2C)cc1 (configuration not stated)	5%	-3%	-18%[57.5 µM]	5%	3%	1%	-6%	6%
COc1cc(C(=O)Nc2ccc3c(c2)N(C(=O)CN2CCN(C)CC2)c2ccccc2CC3)cc(OC)c1OC	23%	10%	i	12%	2%	2%	-8%	8%
